HMGR II inh: blocks class II HMG-CoA reductase of Enterococcus faecalis | purified E. faecalis HMGR, NADPH absorbance 340 nm kinetic | inhibition, % at 10 µM | 190,000 compounds, 0.41% hits | AID 1066;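 active = inhibition above a set limit, the median over all tested compounds plus 3 SD, cut at about 9.5% in these data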;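 also: enzyme runs in reverse so mevalonate oxidation gives rising NADPH absorbance; 0% = complete reaction with DMSO and 100% = background rate lacking mevalonate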
Hsp70 act: transcriptional activators of Hsp70. HeLa Hsp70 promoter luciferase reporter, luminescence; scaled: vehicle 0, proteasome-inhibitor control 100%. activation, % at 10 µM. 200,000 compounds, 0.04% hits;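 active = activation above the mean across all tested compounds plus 3 SD, cutoff set per campaign, cut at about 5.5% in these data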;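 also: 100% = MG132 at 30 µM as the positive control and 0% = DMSO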
STAT1 activator: activators of IFN-gamma induced STAT1 signaling | NIH 3T3 STAT1-luciferase reporter, luminescence; 100% = IFN-gamma alone, no compound | activation (% of control), % at 5.5 µM | 200,000 compounds, 2.6% hits;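 active = activation above the screen-wide mean activation plus 3 SD, cut at about 130% in these data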;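 also: raw ratio to IFN-gamma control signal so 100% means no change and 0% no light; values of inactives mirror those of a sister screen read the other way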
APP 5'UTR act: APP 5'UTR luciferase reporter activation. SH-SY5Y APP 5'UTR luciferase reporter, luminescence; zero percent = DMSO vehicle wells. activation, % at 2 µM. 190,000 compounds, 1% hits. AID 1276;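 active = activation above a set limit, based on mean plus 3 SD of controls, cut at about 140% in these data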; also: values of inactives mirror those of a sister screen read the other way
FLuc inhib CS: inhibits firefly luciferase, flagging false hits in luciferase inhibition screens | inhibition, % at 10 µM | ATPLite firefly luciferase biochemical luminescence, 10 min | 200,000 compounds, 1.5% hits | AID 1006;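 active = inhibition above about 50% when tested at 10 µM, limit read from the data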
Target sequence (P08659 whole entry, looked up): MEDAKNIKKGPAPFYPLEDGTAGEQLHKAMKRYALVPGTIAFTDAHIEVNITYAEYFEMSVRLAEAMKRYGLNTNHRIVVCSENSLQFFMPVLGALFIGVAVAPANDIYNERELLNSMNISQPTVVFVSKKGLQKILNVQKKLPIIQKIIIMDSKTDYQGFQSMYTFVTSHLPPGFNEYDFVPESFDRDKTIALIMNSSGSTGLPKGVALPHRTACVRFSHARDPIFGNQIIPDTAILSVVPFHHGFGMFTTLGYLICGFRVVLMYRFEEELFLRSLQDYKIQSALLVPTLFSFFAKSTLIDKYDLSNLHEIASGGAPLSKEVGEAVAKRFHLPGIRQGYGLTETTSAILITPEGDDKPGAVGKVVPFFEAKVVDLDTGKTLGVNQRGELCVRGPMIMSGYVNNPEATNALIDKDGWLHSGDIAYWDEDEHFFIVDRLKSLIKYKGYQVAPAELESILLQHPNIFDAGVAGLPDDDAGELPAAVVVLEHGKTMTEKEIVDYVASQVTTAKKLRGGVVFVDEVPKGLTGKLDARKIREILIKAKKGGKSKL
G6PDH CS: L. mesenteroides G6PDH inhibition counter-screen. Purified L. mesenteroides G6PDH, diaphorase/resazurin coupled fluorescence, 45 min. inhibition, % at 5 µM. 200,000 compounds, 0.12% hits. AID 1020; in the data active = inhibition above about 50%
NF-kB expr up: raises NF-kB expression in human neuronal cells. NF-kB reporter expression; active compounds read high. 190,000 compounds, 1.6% hits. fold change at 12.5 µM; in the data active = fold change above about 3.3
Redox H2O2 prof: compounds producing H2O2 with reducing agent – biochemical, NIH compound library profiling, artefact control for MLSCN library redox annotation, primary screen; DTT-dependent redox cycling H2O2, phenol red/HRP absorbance; 100% = 100 µM peroxide control, 0% = buffer; activation, % at 10 µM; 200,000 compounds, 0.03% hits; AID 878;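 active = activation of at least 50% relative to the plate's high and low controls in the primary single-dose screen; inactive = activation below 50%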;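 also: compound incubated with DTT at 0.8 mM final as the reducing agent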
FLuc stim CS: affects firefly luciferase, flagging false hits in luciferase stimulation screens; P08659; ATPlite luciferase biochemical, luminescence, 10 min; 0 = ATP-free wells, 1 = DMSO control; activation factor at 10 µM; 200,000 tested, under 10 active; AID 1027;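 active = luciferase activation factor, scaled between plate controls, of at least 2 with compound at 10 µM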
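assay system = Luciferase/luciferin detection reagent, cell-free biochemical luciferase assay | also added = ATP substrate | times = 10 min post-reagent at room temperature | measured by = luminescence from luciferase reaction | measure = luciferase activation, seen as luminescence increase over controls | benchmarks = low control with PBS replacing ATP, high control enzyme plus ATP without compound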
APP 5UTR inh: APP translation inhibition | SH-SY5Y APP 5'UTR-luciferase reporter, luminescence | inhibition, % at 2 µM | 190,000 compounds, 0.82% hits | AID 1285;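 active = inhibition above a set limit, derived from the sample mean plus 3 SD, cut at about 45% in these data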; also: values of inactives mirror those of a sister screen read the other way
The depositor's hits bear a star.

Results for Cc1ccccc1Nc1nc(-c2sc(NC(=O)c3ccccc3)nc2C)cs1 ?
HMGR II inh: -0.6; Hsp70 act: -0.2; STAT1 activator: 115.5; APP 5'UTR act: 17.7; FLuc inhib CS: -3.4; G6PDH CS: 0.6; NF-kB expr up: 1.44; Redox H2O2 prof: -4.8; FLuc stim CS: 1; APP 5UTR inh: -17.7

How did Cc1cc(=O)oc2cc(OCC(=O)OCC(=O)N(CCC#N)c3ccccc3)ccc12 do in these assays?
HMGR II inh: -1.6; Hsp70 act: -0.3; STAT1 activator: 101.4; APP 5'UTR act: 28.0; FLuc inhib CS: -6.2; G6PDH CS: 2.5; NF-kB expr up: 0.99; Redox H2O2 prof: -0.3; FLuc stim CS: 1.1; APP 5UTR inh: -28.0

How did O=C(CSc1ccc(-c2ccccc2)nn1)N1CCCCC1 do in these assays?
HMGR II inh: -3.4; Hsp70 act: -0.3; STAT1 activator: 114.1; APP 5'UTR act: 37.7; FLuc inhib CS: 11.8; G6PDH CS: 1.6; NF-kB expr up: 1.7; Redox H2O2 prof: -0.7; FLuc stim CS: 0.9; APP 5UTR inh: -37.7

Results for CSc1ccccc1C(=O)Nc1ccc2c(c1)OCO2 ?
HMGR II inh: 6.7; Hsp70 act: 0.1; STAT1 activator: 111.6; APP 5'UTR act: 6.2; FLuc inhib CS: 4.5; G6PDH CS: 5.2; NF-kB expr up: 0.79; Redox H2O2 prof: 0.6; FLuc stim CS: 1; APP 5UTR inh: -6.2

Results for COc1ccc(CNC(=O)COc2ccc(F)cc2)cc1 ?
HMGR II inh: -0.1; Hsp70 act: 0.0; STAT1 activator: 97.7; APP 5'UTR act: -7.0; FLuc inhib CS: -7.3; G6PDH CS: 0.5; NF-kB expr up: 1.07; Redox H2O2 prof: 0.4; FLuc stim CS: 1.1; APP 5UTR inh: 7.0

How did CCc1ccc(NC(=O)CSc2nnc(-c3cccs3)n2CC)cc1 do in these assays?
HMGR II inh: 0.5; Hsp70 act: -0.5; STAT1 activator: 94.2; APP 5'UTR act: 16.8; FLuc inhib CS: -1.2; G6PDH CS: 6.7; NF-kB expr up: 0.84; Redox H2O2 prof: 0.1; FLuc stim CS: 1; APP 5UTR inh: -16.8

How did Clc1cccc(Oc2ncc(CN3CCOCC3)s2)c1 do in these assays?
HMGR II inh: -6.6; Hsp70 act: 1.9; STAT1 activator: 110.3; APP 5'UTR act: -1.1; FLuc inhib CS: -0.8; G6PDH CS: 5.2; NF-kB expr up: 1.37; Redox H2O2 prof: 1.1; FLuc stim CS: 1; APP 5UTR inh: 1.1

What do the screens show for `CN(C)c1ccc(NC(=O)c2cccc(N3C(=O)C4C5C=CC(C5)C4C3=O)c2)cc1` (configuration not stated)?
HMGR II inh: 0.6; Hsp70 act: -0.2; STAT1 activator: 101.0; APP 5'UTR act: -14.3; FLuc inhib CS: 5.6; G6PDH CS: 10.1; NF-kB expr up: 1.02; Redox H2O2 prof: -0.2; FLuc stim CS: 0.9; APP 5UTR inh: 14.3

Results for CCC(CC)C(=O)N1c2ccc(F)cc2CCC1C (configuration not stated) ?
HMGR II inh: -6.4; Hsp70 act: -0.1; STAT1 activator: 104.8; APP 5'UTR act: 7.8; FLuc inhib CS: -6.4; G6PDH CS: 3.3; NF-kB expr up: 1.06; Redox H2O2 prof: -0.7; FLuc stim CS: 1.1; APP 5UTR inh: -7.8

How did C=CCNc1nc(C)c(C(C)=O)cc1C#N do in these assays?
HMGR II inh: 1.4; Hsp70 act: 0.0; STAT1 activator: 105.6; FLuc inhib CS: -2.0; G6PDH CS: 3.6; NF-kB expr up: 1.16; Redox H2O2 prof: 0.1; FLuc stim CS: 1

Results for Cc1ccccc1Cn1c(=O)n(CC2CCC(C(=O)NCCc3ccccc3)CC2)c(=O)c2ccccc21 (configuration not stated) ?
HMGR II inh: 0.0; Hsp70 act: 0.1; STAT1 activator: 99.0; APP 5'UTR act: -8.5; FLuc inhib CS: -1.8; G6PDH CS: -8.4; NF-kB expr up: 1.03; Redox H2O2 prof: 1.0; FLuc stim CS: 1; APP 5UTR inh: 8.5

How did CC(C)CCNC(=O)CCCCn1c(=O)[nH]c2ccsc2c1=O do in these assays?
HMGR II inh: 3.2; Hsp70 act: -0.4; STAT1 activator: 91.9; APP 5'UTR act: -20.9; FLuc inhib CS: -4.4; G6PDH CS: 4.1; NF-kB expr up: 1.06; Redox H2O2 prof: 0.9; FLuc stim CS: 1; APP 5UTR inh: 20.9

How did COc1cc(C2c3c(-c4cc(C)cc(C)c4O)n[nH]c3C(=O)N2CCCO)cc(OC)c1OC (configuration not stated) do in these assays?
HMGR II inh: -1.0; Hsp70 act: 0.2; STAT1 activator: 98.0; APP 5'UTR act: 1.3; FLuc inhib CS: -5.3; G6PDH CS: 3.1; NF-kB expr up: 0.9; Redox H2O2 prof: 0.0; FLuc stim CS: 1.1; APP 5UTR inh: -1.3

Results for COc1ccc(C(C(=O)NC2CCCCC2)N(Cc2cccs2)C(=O)Cc2c[nH]c3ccccc23)cc1 (configuration not stated) ?
HMGR II inh: 3.0; Hsp70 act: -0.2; STAT1 activator: 105.5; APP 5'UTR act: 0.0; FLuc inhib CS: -4.3; G6PDH CS: 0.5; NF-kB expr up: 0.45; Redox H2O2 prof: -7.7; FLuc stim CS: 1; APP 5UTR inh: 0.0

Results for CCOC(=O)CSc1nnc(-c2ccoc2C)n1-c1ccc(C)cc1 ?
HMGR II inh: -5.3; Hsp70 act: -0.4; STAT1 activator: 100.1; APP 5'UTR act: -19.9; FLuc inhib CS: -7.1; G6PDH CS: 13.3; NF-kB expr up: 1.19; Redox H2O2 prof: 1.3; FLuc stim CS: 1.1; APP 5UTR inh: 19.9

Results for CC(=O)N/C(=C/c1ccccc1)C(=O)N1CCCCC1 ?
HMGR II inh: -4.8; Hsp70 act: -0.1; STAT1 activator: 95.5; APP 5'UTR act: -1.1; FLuc inhib CS: -1.0; G6PDH CS: -0.6; NF-kB expr up: 1.46; Redox H2O2 prof: 0.2; FLuc stim CS: 1; APP 5UTR inh: 1.1

What do the screens show for `COC(=O)c1ccc(-c2sc3nc(N4CCOCC4)c4c(c3c2N)CC(C)(C)OC4)o1`?
HMGR II inh: -0.8; Hsp70 act: -0.3; STAT1 activator: 107.2; APP 5'UTR act: -18.4; FLuc inhib CS: -4.9; G6PDH CS: 2.2; NF-kB expr up: 1.1; Redox H2O2 prof: -0.1; FLuc stim CS: 1; APP 5UTR inh: 18.4

Results for CCN(CC)S(=O)(=O)c1ccc(C2CNC(=O)C2)cc1 (configuration not stated) ?
HMGR II inh: -1.8; Hsp70 act: -0.2; STAT1 activator: 102.5; APP 5'UTR act: 4.2; FLuc inhib CS: -4.2; G6PDH CS: -9.0; NF-kB expr up: 1; Redox H2O2 prof: -0.3; FLuc stim CS: 1; APP 5UTR inh: -4.2

How did Cc1c(C(=O)OCC(=O)NCCN2C(=O)CSC2=O)oc2c1ccc1ccccc12 do in these assays?
HMGR II inh: -0.1; Hsp70 act: -0.1; STAT1 activator: 95.6; APP 5'UTR act: -12.6; FLuc inhib CS: -1.5; G6PDH CS: 9.4; NF-kB expr up: 1.08; Redox H2O2 prof: 0.0; FLuc stim CS: 1; APP 5UTR inh: 12.6

How did CCO/N=C(/C)c1c(O)c(C)c(-c2ccccc2)n(-c2ccccc2)c1=O do in these assays?
HMGR II inh: -2.3; Hsp70 act: 0.0; STAT1 activator: 98.2; APP 5'UTR act: 7.1; FLuc inhib CS: -6.9; G6PDH CS: -0.6; NF-kB expr up: 1; Redox H2O2 prof: -1.2; FLuc stim CS: 1.1; APP 5UTR inh: -7.1

How did Cc1ccc(NC(=O)CSc2nc3ccccc3c(=O)n2CCCC(=O)NCCCN2CCOCC2)cc1 do in these assays?
HMGR II inh: -1.2; Hsp70 act: -0.2; STAT1 activator: 88.8; APP 5'UTR act: -2.4; FLuc inhib CS: -5.7; G6PDH CS: 11.5; NF-kB expr up: 1.18; Redox H2O2 prof: -0.9; FLuc stim CS: 1.1; APP 5UTR inh: 2.4

How did N#Cc1ccc(N2CCN(C(=O)c3cccc(F)c3)CC2)c(F)c1 do in these assays?
HMGR II inh: 3.9; Hsp70 act: -0.2; STAT1 activator: 94.0; APP 5'UTR act: -3.8; FLuc inhib CS: -5.7; G6PDH CS: -12.7; NF-kB expr up: 1.1; Redox H2O2 prof: -0.9; FLuc stim CS: 1.1; APP 5UTR inh: 3.8

What do the screens show for `O=C1c2cccc(Cl)c2C(=O)c2c1cccc2N1CCCC1`?
Hsp70 act: -0.2; STAT1 activator: 100.4; APP 5'UTR act: 11.0; Redox H2O2 prof: 3.8; APP 5UTR inh: -11.0

What do the screens show for `COc1cc(/C=C\C(=O)OCn2nnc3ccccc3c2=O)cc(OC)c1OC`?
HMGR II inh: -2.2; Hsp70 act: -0.2; STAT1 activator: 88.7; APP 5'UTR act: 7.0; FLuc inhib CS: -7.2; G6PDH CS: 8.5; NF-kB expr up: 0.64; Redox H2O2 prof: -1.9; FLuc stim CS: 1.1; APP 5UTR inh: -7.0

Results for O=C1N(c2cccc3ccccc23)C(c2ccccc2)N2CCCN12 (configuration not stated) ?
HMGR II inh: -2.6; Hsp70 act: -0.2; STAT1 activator: 92.1; APP 5'UTR act: 15.6; FLuc inhib CS: -4.7; G6PDH CS: 4.4; NF-kB expr up: 1.22; Redox H2O2 prof: -0.7; FLuc stim CS: 1; APP 5UTR inh: -15.6

Results for CNC(=O)CSc1nnc(-c2cc(C)cc(C)c2)o1 ?
HMGR II inh: -2.6; Hsp70 act: -0.8; STAT1 activator: 85.2; APP 5'UTR act: -17.4; FLuc inhib CS: -1.8; G6PDH CS: -3.6; NF-kB expr up: 1.12; Redox H2O2 prof: 2.2; FLuc stim CS: 1; APP 5UTR inh: 17.4

How did COc1ccccc1CNC(=O)c1ccc(-c2ccccc2C(F)(F)F)o1 do in these assays?
HMGR II inh: -3.7; Hsp70 act: -0.4; STAT1 activator: 93.5; APP 5'UTR act: 10.0; FLuc inhib CS: -10.8; G6PDH CS: 16.8; NF-kB expr up: 1.07; Redox H2O2 prof: 1.1; FLuc stim CS: 1.1; APP 5UTR inh: -10.0

How did COC(=O)C1C(=O)N2CCCSC2=C(C#N)C1c1cccs1 (configuration not stated) do in these assays?
HMGR II inh: -4.7; Hsp70 act: -0.3; STAT1 activator: 93.2; APP 5'UTR act: -5.9; FLuc inhib CS: -4.2; G6PDH CS: 2.5; NF-kB expr up: 1.25; Redox H2O2 prof: 23.1; FLuc stim CS: 1; APP 5UTR inh: 5.9

Results for O=C(O)c1oc2ccccc2c1-n1cccc1 ?
HMGR II inh: -2.9; Hsp70 act: -0.6; STAT1 activator: 104.1; APP 5'UTR act: -0.1; FLuc inhib CS: -3.4; G6PDH CS: -11.7; NF-kB expr up: 1.18; Redox H2O2 prof: -4.9; FLuc stim CS: 1; APP 5UTR inh: 0.1

Screening data deposited in PubChem by several laboratories.

The order is random; overall some 5.3% were active at least once.
